Assay outcomes deposited in PubChem BioAssay by several laboratories.
FLuc stim CS: affects firefly luciferase, flagging false hits in luciferase stimulation screens. activation factor at 10 µM. AID 1027. 200,000 tested, under 10 active. ATPlite luciferase biochemical, luminescence, 10 min; 0 = ATP-free wells, 1 = DMSO control;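 active = luciferase activation factor, scaled between plate controls, of at least 2 with compound at 10 µM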
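Material: Luciferase/luciferin reagent mix | Doses: Test compounds dosed from 2 mM stocks in 100% DMSO | Timing: 10 min incubation after luciferase reagent addition, room temperature | Measured by: Luminescence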
Efa HMGR inh: E. faecalis class II HMG-CoA reductase inhibition; purified E. faecalis HMGR, NADPH absorbance 340 nm kinetic; AID 1066; 190,000 compounds, 0.41% hits; inhibition, % at 10 µM;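 active = inhibition above a set limit, the median over all tested compounds plus 3 SD, cut at about 9.5% in these data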;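 note: enzyme runs in reverse so mevalonate oxidation gives rising NADPH absorbance; 0% = complete reaction with DMSO and 100% = background rate lacking mevalonate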
PMI act satM6P: activators of human phosphomannose isomerase at near-saturating mannose 6-phosphate | activation factor at 20 µM | coupled PMI enzyme assay, resazurin fluorescence, 20 min; active compounds read high; 1 = untreated enzyme, 0 = substrate-free blank | 190,000 compounds, 0.34% hits | P34949;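 active = activation factor of 2 or more at 20 µM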
Target sequence (P34949 whole entry, looked up): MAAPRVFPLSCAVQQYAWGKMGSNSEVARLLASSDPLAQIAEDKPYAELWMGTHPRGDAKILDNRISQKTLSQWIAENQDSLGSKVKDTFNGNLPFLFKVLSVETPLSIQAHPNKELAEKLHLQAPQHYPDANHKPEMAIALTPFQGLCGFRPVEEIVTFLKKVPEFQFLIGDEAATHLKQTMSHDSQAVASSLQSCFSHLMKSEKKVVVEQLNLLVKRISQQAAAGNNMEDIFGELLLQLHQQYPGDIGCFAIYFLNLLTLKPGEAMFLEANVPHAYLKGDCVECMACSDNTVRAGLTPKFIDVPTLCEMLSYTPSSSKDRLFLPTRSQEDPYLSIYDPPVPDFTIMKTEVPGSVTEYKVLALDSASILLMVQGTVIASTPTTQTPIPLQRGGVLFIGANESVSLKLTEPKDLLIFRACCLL
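Material: human phosphomannose isomerase with PGI, G6PDH, diaphorase coupling enzymes / Reagent: Man-6-P substrate 1.0 mM / Dosing: single compound dose of 20 µM, 1% DMSO final / Incubation: enzyme reaction with compound 20 min at room temperature / Signal: resorufin fluorescence (Ex 544/Em 590 nm) from resazurin via diaphorase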
G6PDH CS: L. mesenteroides G6PDH inhibition counter-screen. AID 1020. Purified L. mesenteroides G6PDH, diaphorase/resazurin coupled fluorescence, 45 min. inhibition, % at 5 µM. 200,000 compounds, 0.12% hits; in the data active = inhibition above about 50%
TNAP act hiacc: activators of human TNAP at high phosphate acceptor concentration; P05186; purified TNAP, CDP-star luminescence, 1 M DEA, 30 min; active compounds read high; 0 = EDTA background, 1 = DMSO-only activity; activation factor at 20 µM; 200,000 tested, under 10 active;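 active = activation factor at least 2 at 20 µM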
Target sequence (P05186 whole entry, looked up): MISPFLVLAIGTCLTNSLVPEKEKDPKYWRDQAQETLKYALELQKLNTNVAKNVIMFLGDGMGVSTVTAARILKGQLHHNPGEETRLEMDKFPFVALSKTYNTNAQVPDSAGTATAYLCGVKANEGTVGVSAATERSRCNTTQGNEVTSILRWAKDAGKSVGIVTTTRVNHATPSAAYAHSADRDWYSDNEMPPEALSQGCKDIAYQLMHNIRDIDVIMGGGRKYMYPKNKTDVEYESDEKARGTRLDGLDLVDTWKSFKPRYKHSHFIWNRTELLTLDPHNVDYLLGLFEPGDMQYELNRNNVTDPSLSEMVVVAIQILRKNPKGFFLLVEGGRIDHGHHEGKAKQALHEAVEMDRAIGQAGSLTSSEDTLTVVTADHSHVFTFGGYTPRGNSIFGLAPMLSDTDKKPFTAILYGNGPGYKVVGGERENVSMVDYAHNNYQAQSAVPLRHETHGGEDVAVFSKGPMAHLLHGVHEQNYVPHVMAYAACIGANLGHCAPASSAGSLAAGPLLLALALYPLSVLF
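Measured by: Luminescent substrate turnover signal | Test system: Human TNAP | Input: TNAP 1/800 final | Dosing: 20 µM single point | Schedule: 30 min, room temperature | Controls: EDTA wells as negative control, DMSO wells as positive control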
Diaph act CS: counter-screen for diaphorase-based assays: diaphorase activators and chemical reducers; activation factor at 20 µM; 190,000 compounds, 0.005% hits; Diaphorase/resazurin coupled assay, resorufin fluorescence, 16 min; active compounds read high; 1 = vehicle wells, 0 = NADH-free wells;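 active = diaphorase activity raised at least twofold by the compound at 20 µM; inactive = activation factor below 2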
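Material: bacterial diaphorase enzyme (C. kluyveri); amount: enzyme 0.07 U/mL final; reagent: NADH substrate 0.114 mM plus resazurin dye 0.1 mM, final; doses: single compound dose of 20 µM, 1% DMSO final; timing: 16 min enzyme reaction, ambient temperature; measured by: fluorescence of resorufin, 544 nm excitation, 590 nm emission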
Diaph inh CS: inhibits diaphorase or chemically oxidizes, flagging diaphorase assay artifacts; diaphorase resazurin-to-resorufin fluorescence, NADH, 16 min; bacterial (C. kluyveri) enzyme, not human; inhibition, % at 20 µM; 190,000 compounds, 0.69% hits; AID 1217;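 active = primary screen inhibition at 20 µM above a set limit, cut at about 50% in these data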;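 note: plate controls were DMSO with full reaction for no effect and wells lacking NADH for full effect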
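Benchmarks: positive control wells lacking NADH, neutral wells with DMSO only. System: bacterial diaphorase enzyme (C. kluyveri). Input: 0.14 U/mL diaphorase, enzyme working solution. Detection: resorufin fluorescence, excitation 544 nm, emission 590 nm. Times: 16-min room-temperature incubation before reading.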
TNAP inh hiacc: inhibitors of human TNAP at high phosphate acceptor concentration. P05186. purified TNAP, CDP-star luminescence, 1 M DEA. inhibition, % at 20 µM. 200,000 compounds, 0.03% hits;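 active = over 50% inhibition of tissue-nonspecific alkaline phosphatase at 20 µM in the single-dose screen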;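 note: plate controls were DMSO wells for no effect and EDTA-quenched wells as full inhibition for full effect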
TNAP inh no acc: TNAP (human) inhibition, acceptor-free conditions; 200,000 compounds, 0.26% hits; inhibition, % at 20 µM; P05186; purified TNAP, CDP-star luminescence, 30 min;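 active = tissue-nonspecific alkaline phosphatase inhibition above about 50% at 20 µM in the single-dose screen, limit read from the data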;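 note: 0% = DMSO negative control and 100% = EDTA positive control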
PMI activator: increases human mannose-6-phosphate isomerase activity | activation factor at 20 µM | purified human PMI, coupled resazurin fluorescence, 20 min; active compounds read high; 1 = vehicle control, 0 substrate-free wells | 190,000 compounds, 0.005% hits | P34949 | AID 1214;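 active = activation factor of 2 or more at 20 µM, relative to plate controls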
* hit, by the source's call; . = not tested or not shown. These rows are one share of the data. The share of hits here may be higher or lower than overall.

mol,FLuc stim CS,Efa HMGR inh,PMI act satM6P,G6PDH CS,TNAP act hiacc,Diaph act CS,Diaph inh CS,TNAP inh hiacc,TNAP inh no acc,PMI activator
Cc1cc(C)cc(-n2c(C)cc(/C=C3\C(=O)NC(=O)N(C)C3=O)c2C)c1,1,-2,1,8,1,0.9,12,3,-15,1.1
CCOc1ccc(-n2c(-c3cccs3)nc3ccccc3c2=O)cc1,1.1,-5,1,13,1,0.8,18,-3,-5,1
COc1ccc(C2SCC(=O)Nc3c2c(C)nn3-c2ccccc2)cc1 (configuration not stated),1.1,-1,1,3,1.1,0.9,12,-5,-15,1
COc1ccc(-n2c(O)c(C(C)=NC3CC3)c(=O)[nH]c2=O)cc1,1,-4,1.1,6,1.1,1,-2,-5,-9,1
CN(CCOc1ccc(C=C2C(=O)NC(=O)NC2=O)cc1)c1ccccn1,1,0,1.1,8,1,0.9,8,-4,-9,1.1
O=C(COc1ccc2ccccc2c1)N1CCN(Cc2c[nH]c3ccccc23)CC1,1.1,1,0.9,-4,1,0.8,19,-1,-7,0.9
CCOC(=O)c1c(NC(=O)C(c2ccccc2)c2ccccc2)sc2c1C1CCN2CC1,1.1,-1,1,5,1.1,0.9,11,-7,-10,0.9
CCCN(CC#CCOc1ccc(OC)cc1)CCC,1.1,-5,1,3,1.1,0.9,14,-7,-6,1
O=c1[nH]c(=S)n(-c2ccccc2)c(O)c1/C=N/N1CCOCC1,1,-1,1,8,1,0.9,12,3,-6,0.9
CCC(=Nc1ccc(OC)cc1OC)c1c(O)n(C)c(=O)n(C)c1=O,1,-6,0.5,15,1,0.7,28,-2,-6,0.8
CCC(C)/C=C(C)/C=C/C1=CC2=C(Cl)C(=O)C(C)(OC(C)=O)C(=O)C2=CO1 (configuration not stated),1,3,0.7,11,1,0.7,35,3,13,1
COCCCn1c(N)c(C(=O)NCCC(C)C)c2nc3ccccc3nc21,1,3,0.4,42,1,0.7,34,1,-4,0.6
COc1ccc(Nc2ncc(C(=O)N3CCC4(CC3)OCCO4)c3ccccc23)cc1,1,1,1,8,1,1,-1,-2,-9,0.9
Cc1ccc(-n2c(O)c(/C=N/N3CCCCC3c3cccnc3)c(=O)[nH]c2=S)cc1 (configuration not stated),1.1,-1,1,12,1,0.8,22,-4,-11,1
CCc1ccc(N2C(=O)NC(=O)/C(=C/c3ccsc3)C2=O)cc1,1.1,2,1.2,4,1,0.9,9,-5,-7,1.3
CCCCCCOc1ccc(CN2CCN(C)CC2)cc1,0.9,2,0.9,-4,1,0.8,17,-4,-10,0.9
Clc1ccccc1Nc1ncnc(-n2cccc2)n1,0.9,-1,1.1,2,1,1.2,-16,2,-4,1
Cc1ccsc1C(=O)C1CCCN(Cc2cc3ccccc3o2)C1 (configuration not stated),1,-4,0.9,15,1,0.9,14,-4,-2,0.9
CC1CCCN(c2ccc(C(=O)N3CCC4(CC3)OCCO4)cc2[N+](=O)[O-])C1 (configuration not stated),1,-4,1,-1,1,0.8,16,1,-8,1
Cc1ccc2c(c1)CC1(CN2C)C(=O)NC(=O)N(c2ccccc2C)C1=O (configuration not stated),1,2,1.9,2,1,0.8,19,-3,-4,1.6
CC(O)(CS(=O)(=O)c1cccc(C(F)(F)F)c1)C(=O)Nc1ccc(C(F)(F)F)cc1 (configuration not stated),1.1,-1,1,3,1,0.8,17,0,-4,0.9
CCOC(=O)c1nc2ccccc2c(=O)n1-c1cccc(C)c1,1.1,-4,1.2,5,1,0.9,6,-2,-10,1
O=C(Cc1ccccc1)N1CCN(Cc2cccnc2)CC1,1,-2,1.1,6,1,1,4,0,-12,1
CN(C)C(=O)Oc1ccc(OCc2nc3ccccc3[nH]2)cc1,0.2,1,1.1,-3,1.1,1,0,-8,-13,1.1
O=C1NC(=O)C(CCc2ccncc2)(Cc2ccc([N+](=O)[O-])cc2)C(=O)N1,1,2,1.2,8,1,1,4,-2,-8,1.3
O=C(Cn1ncc2ccsc2c1=O)N1CCC2(CC1)OCCO2,1,-1,1,6,1,1,-4,-4,-6,1
O=C(CCN1C(=O)COc2ccccc21)N1CCC2(CC1)OCCO2,1.1,-5,1,7,1.1,0.9,11,-9,-14,1
CC(C)CC12CN3CCN(CC(C3)/C1=N/O)C2,1,-7,0.9,17,1,0.8,16,-3,-10,0.8
Cc1ccc(S(=O)(=O)N(C)C/N=C(\N)N[N+](=O)[O-])cc1,1.1,-4,1,0,1,0.9,11,-4,-15,1
COc1cccc(C(=O)C2CCCN(Cc3ccon3)C2)c1 (configuration not stated),1,-6,0.9,12,1,1,4,-2,-2,0.9
Cn1c(O)c(/C=N/c2ccccn2)c(=O)n(C)c1=O,1,-2,1,4,1.1,0.8,16,-7,-7,1
COC(=O)Nc1ccc(N=C(N)N[N+](=O)[O-])cc1,1,5,0.9,4,1,0.8,15,1,-8,0.9
Cc1ccc(-c2nc3ccccc3c(=O)n2-c2cccc(C)n2)cc1,1,1,0.9,21,1,0.9,6,-4,-5,0.9
O=C1NC(=O)C2(Cc3ccccc3N3CCCC32)C(=O)N1 (configuration not stated),1,0,1.5,-5,1,0.9,12,1,-10,1.2
Cn1c(=O)cc(SCC(=O)N2CCC3(CC2)OCCO3)c2ccccc21,1,-1,1,3,1,1,2,-3,-9,1.1
COc1cccc(NC(=O)CN2CC(c3ccccc3)CC2=O)c1 (configuration not stated),1,1,1,-2,1.1,0.7,31,-8,-20,0.8
C/C(=N\Nc1cccc2ccccc12)c1c(O)n(Cc2ccccc2)c(=O)[nH]c1=O,1,-1,1.4,-18,0.9,0.6,38,8,-4,1.2
O=C(Nc1ccc2ccccc2c1)c1nn(C23CC4CC(CC(C4)C2)C3)cc1Br,1,-3,1,8,1,1,4,-4,-6,1
CC(=NCc1ccco1)c1c(O)n(C)c(=O)n(C)c1=O,1,0,1,10,1.1,1,-2,-6,-2,1
CC1CN(C)C(C)(C)CC1(O)c1ccccc1 (configuration not stated),1,-3,0.9,6,1,0.9,10,4,-1,0.9
CCN(CC)C(=O)c1ccc(NC(=O)CCCSc2ccccc2)cc1,1,1,0.9,12,1,0.8,22,-1,-2,0.9
Cc1ccc(OP(=O)(NC(C)c2ccccc2)Oc2ccc(C)cc2)cc1 (configuration not stated),1,-7,0.8,12,1,0.8,20,-4,-8,0.9
O=C(COc1ccccc1)N1CCN(C/C=C/c2ccccc2)CC1,1,0,1,6,1,0.9,15,-2,-7,0.9
CN1CCN(Cc2cc(C(C)(C)C)c(O)c(C(C)(C)C)c2)CC1,1.1,-4,1,8,1,0.8,19,-2,-16,0.9
COc1ccc(N2C(=O)NC(=O)C(CCc3ccncc3)(CCc3ccncc3)C2=O)cc1,1,4,0.9,1,1,0.9,12,-2,-8,1
CCCCc1nc2ccccc2c(=O)n1-c1ccc(Cl)cc1[N+](=O)[O-],1,-2,1,10,1,0.6,36,-1,-5,1
N=c1c[n+](CC23CC4CC(CC(C4)C2)C3)[n-]o1,1,4,1,-6,1.1,0.9,10,-5,-9,1
COc1cccc(C(=O)C2CCCN(Cc3ccc4nonc4c3)C2)c1 (configuration not stated),1,-4,.,9,1,.,.,2,-4,.
CCCCCn1c(=O)c(C(=O)NCc2ccncc2)c(O)c2ccccc21,1,-8,0.9,11,1.1,0.7,27,-6,-4,0.9
CCc1c(C)nc(N)nc1N1N=C1SCC#N,1,-3,1,0,1,0.9,11,-2,-10,0.9

The listing continues:
mol,FLuc stim CS,Efa HMGR inh,PMI act satM6P,G6PDH CS,TNAP act hiacc,Diaph act CS,Diaph inh CS,TNAP inh hiacc,TNAP inh no acc,PMI activator
OC(c1cccc(Cl)c1)(c1cccc(Cl)c1)C1CN2CCC1CC2 (configuration not stated),1.1,0,1.1,9,1.1,1.4,-37,-5,-11,1.1
Cc1oc2ccc(OC(=O)N(C)C)cc2c1C(=O)OC(C)C,1.1,-2,0.8,0,1,0.8,21,-2,-7,0.8
CC(C)CCNC(=O)c1cc(C(=O)c2cc(Br)ccc2O)cn(CCC(C)C)c1=O,1,5,1,4,1,1,4,0,-1,1.1
CCC(=O)Nc1cc(C(=O)N2CCC3(CC2)OCCO3)ccc1S(=O)(=O)c1ccc(C)cc1,1,1,1,5,1,1.1,-7,2,-6,1
Nc1ccc(Br)cc1C(=O)c1ccccc1,1.1,2,0.9,5,1,0.9,11,0,-2,0.9
NC(=O)c1ccc(N=Nc2c(O)[nH]c(=O)[nH]c2=O)cc1,1.1,-5,1,-10,0.9,1,1,5,4,0.7
O=C(COC(=O)c1cccc(O)c1)Nc1ccc(Cl)cc1C(=O)c1ccccc1,1.1,-9,0.7,-24,1,0.6,41,-2,-14,0.8
CCC(=NCc1ccco1)c1c(O)n(-c2ccc(OC)cc2)c(=O)[nH]c1=O,1,2,1.1,1,1,0.9,11,-1,-8,1
COC(=O)CC1(Cc2ccccc2)C(=O)NC(=O)NC1=O,1,0,0.9,-4,1,0.9,14,-4,-10,0.8
CCOc1nc(NC(C)C)nc(N2CC3CC(C2)c2cccc(=O)n2C3)n1 (configuration not stated),1,-2,1,-2,1,0.9,6,3,4,1.1
CCN(CC)CCCOC(=O)C(OC)(c1ccccc1)c1ccccc1,1.1,-7,1,0,1.1,0.8,20,-6,-18,1
COc1ccc(-n2c(Cc3ccccc3)nc3ccccc3c2=O)cc1,1.1,2,1,8,1,0.9,5,-3,-7,1

Entries from the list above with an aryl thioether with sulfur outside any ring (2):
mol,FLuc stim CS,Efa HMGR inh,PMI act satM6P,G6PDH CS,TNAP act hiacc,Diaph act CS,Diaph inh CS,TNAP inh hiacc,TNAP inh no acc,PMI activator
Cn1c(=O)cc(SCC(=O)N2CCC3(CC2)OCCO3)c2ccccc21,1,-1,1,3,1,1,2,-3,-9,1.1
CCN(CC)C(=O)c1ccc(NC(=O)CCCSc2ccccc2)cc1,1,1,0.9,12,1,0.8,22,-1,-2,0.9
